D2 agonist: activates the human D2 dopamine receptor. P14416. HEK293 T-REx D2 cells, calcium flux agonist mode. activation, % at 2 µM. 340,000 tested, 0.53% active;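 active = activation over 3 SD above normal in the single-dose calcium agonist read, cut at about 30% in these data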; also: 0% is about no effect
Target sequence (P14416 whole entry, looked up): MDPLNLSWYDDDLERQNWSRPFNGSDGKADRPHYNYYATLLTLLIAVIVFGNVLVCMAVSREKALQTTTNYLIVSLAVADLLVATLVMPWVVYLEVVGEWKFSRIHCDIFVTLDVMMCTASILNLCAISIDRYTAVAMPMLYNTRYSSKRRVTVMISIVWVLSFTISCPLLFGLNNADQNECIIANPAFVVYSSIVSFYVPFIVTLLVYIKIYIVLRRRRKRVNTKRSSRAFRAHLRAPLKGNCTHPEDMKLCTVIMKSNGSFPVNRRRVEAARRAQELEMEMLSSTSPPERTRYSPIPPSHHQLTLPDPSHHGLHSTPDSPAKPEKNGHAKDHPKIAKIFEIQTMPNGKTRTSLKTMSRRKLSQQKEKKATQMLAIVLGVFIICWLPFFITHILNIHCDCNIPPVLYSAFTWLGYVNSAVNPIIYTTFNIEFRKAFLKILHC
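Agonism is scored from calcium flux in a force-coupled, inducible HEK293 cell line expressing D2, read kinetically for 180 s after compound addition against dopamine controls.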
USP1-UAF1 inh: inhibitors of human USP1/UAF1 deubiquitinase; O94782; recombinant USP1/UAF1, Ub-Rhodamine cleavage fluorescence; Potency, µM (highest dose often 57.1 µM), for the others: top-dose activity change, negative = inhibition, actives largely listed as inhibitors; 390,000 tested, 0.23% active; also: potency is read from the fitted curve at half-maximal effect; % is scaled to controls: 0 for no effect and ±100 for the full control effect; nearly all actives have a fitted effect of over 60% in size; inactives centre near -12
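USP1/UAF1 complex at 1 nM was preincubated with compound for 15 min at room temperature, then Ub-Rho substrate (150nM final) was added. Fluorescence (480/540 nm) was read kinetically, 6 reads every 60 seconds.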
TRHR agonist: TRH receptor (human) agonism; P34981; TRHR cells, calcium flux fluo-8, FDSS agonist mode; activation, % at 2 µM; 360,000 tested, 0.18% active; AID 493084; in the data active = activation above about 30%; also: 0% is about no effect
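TRHR-expressing cells, plated overnight in medium with 10% serum, were loaded with fluo-8 calcium dye at room temperature. After a 10 s baseline, library compound was pin-added and calcium release was recorded kinetically (ex 480/em 530) as agonist response.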
Pin1 inh: inhibitors of human Pin1 | Q13526 | Pin1 FP peptide displacement, HiFluor488, 10 min | Potency, µM (titrated, usually from 115 µM), for the others: at the highest dose activity, negative = inhibition, hits mostly inhibitors | 390,000 tested, 0.009% active; active = well fitted inhibition curve with a large enough effect in the polarisation, with a control signal flat, not every such curve was filed as active; inconclusive = small, poorly fitted or top-dose-only effect, or effect the other way, or a change in a side signal; inactive = no such curve, though single readings can be large or run the other way; the % refers to the polarisation; also: potency is read from the fitted curve at half-maximal effect; % is scaled to controls: 0 for no effect and ±100 for the full control effect
TrxR1 inh: blocks rat thioredoxin reductase 1; O89049; recombinant rTrxR1, NADPH fluorescence consumption, selenite substrate; Potency, µM (doses to about 114 µM), inactives show at the top dose activity change, negative = inhibition, hits mostly inhibitors; 390,000 tested, 1% active; also: potency is read from the fitted curve at half-maximal effect; % is scaled to controls: 0 for no effect and ±100 for the full control effect; nearly all actives have a fitted effect of over 65% in size
Target sequence (O89049 whole entry, looked up): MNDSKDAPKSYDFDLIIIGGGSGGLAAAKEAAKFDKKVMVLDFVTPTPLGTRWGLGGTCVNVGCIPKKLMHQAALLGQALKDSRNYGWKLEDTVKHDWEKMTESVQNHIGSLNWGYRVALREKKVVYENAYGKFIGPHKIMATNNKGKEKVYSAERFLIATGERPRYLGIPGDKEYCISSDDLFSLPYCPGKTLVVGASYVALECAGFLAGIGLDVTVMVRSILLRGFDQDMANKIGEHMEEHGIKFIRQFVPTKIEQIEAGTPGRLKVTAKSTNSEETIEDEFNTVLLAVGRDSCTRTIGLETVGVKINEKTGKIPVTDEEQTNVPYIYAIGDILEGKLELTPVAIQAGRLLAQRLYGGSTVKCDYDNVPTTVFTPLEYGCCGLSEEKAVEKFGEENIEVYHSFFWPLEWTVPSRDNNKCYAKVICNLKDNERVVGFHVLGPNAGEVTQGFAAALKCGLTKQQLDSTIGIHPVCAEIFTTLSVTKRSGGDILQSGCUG
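Rat TrxR1 (90 nM in the dispensed reagent) was pre-reduced with 400 uM NADPH for 5 min at room temperature, then incubated with compound for 15 min. After 400 uM selenite was added, NADPH fluorescence (Ex 340/Em 450 nm) was followed for 8 min.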
IDH1 R132H inh: blocks human mutant IDH1 R132H enzyme; Potency, µM (highest dose often 76.6 µM), inactives show top-dose activity change, negative = inhibition, hits mostly inhibitors; AID 602179; IDH1-R132H enzyme, NADPH consumption, diaphorase/resazurin fluorescence; 390,000 tested, 0.093% active; also: potency is read from the fitted curve at half-maximal effect; % is scaled to controls: 0 for no effect and ±100 for the full control effect; nearly all actives have a fitted effect of over 65% in size
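IDH1-R132H (0.5 ug/mL dispensed) in pH 7.5 Tris buffer was preincubated 30 min with compound, then given a substrate mix of 0.016 mM NADPH and 2 mM alpha-KG for 80 min at room temperature; remaining NADPH was read by diaphorase/resazurin fluorescence.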
TRHR PAM: allosteric enhancers of human TRH receptor; P34981; enhancement, % at 2 µM; TRHR cells, fluo-8 calcium fluorescence, EC20 TRH enhancement; 360,000 tested, 0.66% active; in the data active = enhancement above about 30%; also: 0% is about no effect
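Enhancer read-out: after compound pinning and an initial kinetic agonist-mode read, an EC20 of TRH (10 nM final) was injected and fluo-8 calcium signal (Ex 480/Em 530) followed at 1 s/cycle for 100 cycles in TRHR-expressing cells.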
TrxR1 substrate: rat thioredoxin reductase 1 substrate activity | 390,000 tested, 0.01% active | O89049 | Potency, µM (doses to about 114 µM), for inactives: at the top dose activity change, negative = substrate turnover | purified TrxR1 substrate turnover, NADPH consumption readout; also: potency is read from the fitted curve at half-maximal effect; % is scaled to controls: 0 for no effect and ±100 for the full control effect; nearly all actives have a fitted effect of over 50% in size
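Rat TrxR1, dispensed at 90 nM, was prereduced with 400 uM NADPH (final) for 5 min at ~22 deg C, then incubated with compound 15 min before 400 uM selenite. A first-read NADPH fluorescence drop versus no-compound background flagged substrates.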
D2 antagonist: D2 dopamine receptor (human) antagonism; inhibition, % at 10 µM; AID 485344; P14416; HEK293 TREx D2 cells, calcium flux, dopamine EC80; 340,000 tested, 2% active; in the data active = inhibition above about 30%; also: 0% is about no effect
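Cells plated overnight at 30 C with tetracycline; no-wash calcium dye, 30–90 min RT; 10 s baseline; compound pinned; 180 s read; EC80 dopamine added; another 180 s read.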
* hit, by the source's call; ? = inconclusive; . = not tested or not shown; [ ] = another dose, or the depositor's remark. Unless noted, calls follow the shape of the dose curve; as a rule, active = well fitted inhibition curve with a large enough effect; inconclusive = small, poorly fitted or top-dose-only effect; inactive = no such curve, though single readings can be large or run the other way. A portion of the library. The share of hits here may be higher or lower than overall.

SMILES	D2 agonist	USP1-UAF1 inh	TRHR agonist	Pin1 inh	TrxR1 inh	IDH1 R132H inh	TRHR PAM	TrxR1 substrate	D2 antagonist
Cc1ccc(C(OCC(O)CNCc2ccc(F)cc2)c2ccccc2)cc1 (centres undefined)	-0.3	4%	1.9	?	-11%	7%	1	-10%	14
COc1cccc(-n2c(=O)c3ccccc3n3c(=S)[nH]nc23)c1	-0.6	-25%	0.3	-5%	-4%	3%	27	10%	-11
CCCn1cnc2c(Sc3c([N+](=O)[O-])ncn3C)nc(N)nc21	.	9%	.	-3%	3.2µM*	1%	.	-4%	.
COc1ccc(C2=NCCn3c2c2ccc(C(F)(F)F)cc2[n+]3[O-])cc1	-0.2	4%	-0.1	-3%	1%	-8%	3	2%	2
COc1ccccc1NC(=O)CSc1oc(-c2ccco2)nc1S(=O)(=O)c1ccc(Br)cc1	-0.6	?	-0.5	51%[activator]	-25%	5%	18	4%	.
COc1ccc(C(=O)N(C)Cc2ccc(C)o2)cc1OC1CCN(C(C)C)CC1	0.4	-15%	0.3	?	?	5%	7	-10%	-13
CSc1nc(SCC(=O)NCC2CCCO2)c2c3c(sc2n1)CN(C)CC3 (centres undefined)	-0.4	-5%	0.1	?	-27%	-11%	-2	5%	3
COc1ccc(C(=O)Nc2ccc(-c3n[nH]c(=S)o3)cc2)cc1OC	0.0	-20%	-0.1	-3%	-15%	11%	-1	-10%	3
O=C(OCCN1C(=O)c2ccccc2C1=O)C1CC(O)CN1S(=O)(=O)c1ccc(Cl)cc1 (centres undefined)	0.0	-16%	-0.3	2%	0%	2%	-6	-2%	-44
COc1cc(C)c(NC(=S)NCCCN2CCOCC2)cc1OC	0.1	-16%	0.7	-2%	4%[57.1 µM]	-12%	-2	0%[57.1 µM]	-13
CCOC(=O)c1ccc(NC(=O)c2c(N)n(C)c(=O)n(C)c2=O)cc1	.	-2%	.	3%	21%	-7%	.	10%	.
NC(=O)c1ccsc1NC(=O)COC(=O)c1ccccn1	-0.2	-3%	0.8	?	?	1%	4	-11%	-6
Cc1cc(C)c2nc(-c3ccccn3)cc(C(=O)NCCc3ccc(S(N)(=O)=O)cc3)c2c1	.	-21%	-0.1	18%	34%[activator]	0%	-2	26%	.
CN1CCCN(S(=O)(=O)c2ccccc2)c2nc3ccccc3nc21	-0.4	-2%	-0.2	9%	-3%	-5%	9	10%	-14
Cc1cc(C)c(C)c(S(=O)(=O)N2CCN(CC(=O)NC(=O)NCc3ccccc3)CC2)c1C	0.4	-22%	0.8	14%	9%[57.1 µM]	-1%	2	7%[57.1 µM]	-14
O=C(COc1ncnc2scc(-c3ccc(Cl)cc3)c12)NCc1ccco1	3.9	-20%	-1.5	14%	14%[57.1 µM]	2%	4	10%[57.1 µM]	-4
Cc1cccc(NC(=O)COc2cccc3c2CCN(C)C3=O)c1C	-0.5	-14%	-2.0	1%	17%[57.1 µM]	19%	7	3%[57.1 µM]	7
COCCN(Cc1ccco1)C(=O)c1cc2c(=O)[nH]c3ccc(C)cc3c2s1	-0.2	?	-0.4	17%	-9%	-11%	4	22%	.
N#Cc1c(NC(=O)CSc2n[nH]c(N)n2)oc(-c2ccccc2)c1-c1ccccc1	-0.3	-8%	-0.1	5%	-2%[57.1 µM]	-13%	-6	3%[57.1 µM]	-7
Cc1cc(NC(=O)C2CC(c3ccccc3Cl)=NO2)no1 (centres undefined)	-0.2	-14%	-0.2	2%	6%[57.1 µM]	6%	-12	7%[57.1 µM]	-6
O=C(Cn1cc([N+](=O)[O-])cn1)N1CCCc2ccccc21	0.5	3%	0.3	2%	15%	-1%	-1	3%[57.1 µM]	5
Cc1nn(CC(=O)Nc2ccc3c(c2)OCO3)c(C)c1Cl	-2.1	-21%	-0.5	-8%	22%	5%	0	8%	-5
CC(=O)NC1CC2CCCC(C1)N2C(=O)Nc1ccccc1C (centres undefined)	.	2%	.	-9%	18%	0%	.	-1%	.
COc1ccc(N2CCN(C(=O)c3ccc(C(C)(C)C)cc3)CC2)cc1	-0.2	-11%	-1.7	-19%	10%[57.1 µM]	5%	14	-6%	16
O=C(Nc1ccc(Cl)cn1)Nc1cccs1	1.2	-4%	2.9	-1%	-4%	-4%	-3	-7%	-16
CC1=NN(c2ccccc2)C(=O)/C1=C/c1cccc(C)c1	0.0	-24%	0.5	3%	?	-1%	6	1%	-12
Oc1ccc2n[nH]nc2c1	1.1	-15%	-0.2	-3%	-6%	6%	-2	10%	4
COCCn1c(=O)c2ccccc2c2ccccc2c1=O	0.1	1%	-0.9	-9%	2%	-2%	1	2%	7
Cc1ccc(OCc2nnc(SCC(=O)c3ccccc3)n2-c2ccccc2)cc1	0.2	-18%	2.1	3%	36%[activator]	10%	-1	33%[activator]	-21
O=C(N1CCN(Cc2ccc3c(c2)OCO3)CC1)C12CC3CC(CC(C3)C1)C2	-0.1	-10%	0.4	-4%	4%	2%	-4	6%	-24
COc1cccc(CNC(=O)C2CCC(=O)N(CCc3cccc(F)c3)C2)c1 (centres undefined)	0.2	-1%	-0.6	-7%	-2%	4%	2	2%	11
Cc1c(C(=O)c2ccccc2C(=O)O)sc2ccccc12	-0.8	-18%	0.3	4%	1%	2%	3	-7%	-10
Cc1cc(=O)oc2c3c(cc(OCC(=O)NCCC(=O)N[C@@H](C)C(=O)O)c12)OC(C)(C)CC3	2.2	-18%	1.5	2%	?	2%	7	540%[activator]	-26
CCO[C@H]1OC(C(=O)O)=C[C@@H](c2ccc3c(c2)OCO3)[C@@H]1CCCO	-0.9	?	-0.1	0%	13%[57.1 µM]	-10%	2	8%[57.1 µM]	-9
CC1CCN(C(=O)CN2C(=O)c3cccc4cccc(c34)C2=O)CC1	-0.2	-7%	-0.6	1%	13%[57.1 µM]	1%	-5	12%[57.1 µM]	-9
COc1ccc(C)cc1NC(=O)C1CCCN1S(=O)(=O)c1ccc2c(c1)CCC(=O)N2 (centres undefined)	-1.3	-2%	-0.3	-2%	2%[57.1 µM]	-5%	2	1%[57.1 µM]	-5
CCc1cc2c(SC(C)C(=O)NC3CCCC3)ncnc2s1 (centres undefined)	.	-8%	.	0%	7%[57.1 µM]	3%	.	6%[57.1 µM]	.
C=CCN(CC=C)C(=O)COC(=O)c1ccc(Sc2ncn[nH]2)c([N+](=O)[O-])c1	.	?	0.8	-1%	14%[57.1 µM]	6%	-4	-1%[57.1 µM]	.
COc1ccc(CNS(=O)(=O)c2cc3c(cc2Cl)N(C(C)=O)CCO3)cc1	-0.1	?	0.7	?	3%	5%	13	-2%	.
O=C(COC(=O)CCN=C1NS(=O)(=O)c2ccccc21)NNC(=O)c1ccc(Cl)cc1	0.0	-22%	0.1	0%	1%	3%	1	6%	29
CN(CC(=O)NCCN1CCN(Cc2ccccc2)CC1)S(=O)(=O)c1cccc2nsnc12	4.7	-5%	-0.1	-7%	-13%	0%	5	-13%	3
CCOc1ccccc1NC(=O)c1ccccc1-c1nc(-c2ccccc2)no1	0.4	-17%	0.2	10%	3%	6%	-5	-6%	-18
Cc1ccc(NC(=O)CSc2nc(O)cc(=O)n2-c2ccc(C)cc2)cc1	0.9	-16%	-1.1	44%[activator]	24%	-4%	-6	-3%	0
COc1ccccc1C(=O)N(CCN(C)C)c1nc2cc(C)cc(C)c2s1	0.3	-11%	-0.2	1%	-9%	-6%	-7	-13%	38*
COc1ccc(OCc2nnc(SCC(=O)NCc3ccco3)o2)cc1	-0.2	-18%	-0.1	-9%	24%	8%	11	15%	-16
COc1ccc(/C=C/CN2CCC(CO)(Cc3ccccc3Cl)CC2)cc1	0.8	-17%	3.1	8%	25%[57.1 µM]	3%	-9	7%	-11
S=c1[nH]nc(-c2ccc3ccccc3n2)n1-c1cc(Cl)cc(Cl)c1	-1.5	-21%	-0.9	2%	-3%	10%	-2	-3%	-9
Cc1ccc(C(=O)Nc2cc3c(cc2Cl)OCCCO3)cc1	-0.2	?	0.6	5%	4%	8%	-1	-2%	8
O=C(O)c1ccc(Nc2ncnc3c2cnn3Cc2ccccc2)cc1	0.9	-4%	0.4	7%	11%[57.1 µM]	11%	3	-5%[57.1 µM]	1
CC1C(=O)N2CCCc3cc(NC(=O)COc4ccccc4)cc1c32 (centres undefined)	-0.1	-13%	-0.1	-1%	-18%	6%	-5	-13%	4
CCOC(=O)c1sc(NC(=O)CCN2C(=O)c3cccc([N+](=O)[O-])c3C2=O)c(C(=O)OCC)c1C	1.0	-7%	0.1	-5%	21%	2%	-4	2%	7
COc1ccc(-c2ccc3nnc(SCC(N)=O)n3n2)cc1	-0.4	-17%	-0.5	2%	9%	-3%	3	47%[activator]	-12
